# FadD28 binding: M. tuberculosis FadD28 bisubstrate binding inhibition. inhibition, % at 12.5 µM. actives 0.22% (n = 360,000). AID 588549. FadD28 bisubstrate probe binding, fluorescence polarization; in the data active = inhibition above about 8.5%, passing the limit was not always enough; inconclusive = no clear call, values can overlap the other calls
# GDH-TPI inh: GDH-TPI coupled enzyme inhibition counter-screen | GDH-TPI coupled enzyme counterscreen, NADH absorbance | inhibition, % at 4.8 µM | actives 1.2% (n = 360,000); in the data active = inhibition above about 30%;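 also: 0% = DMSO wells and 100% = wells lacking the enzyme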
# PfHsp40 rescue: compounds rescuing yeast from Plasmodium falciparum HSP40 toxicity | actives 0.68% (n = 340,000) | S. cerevisiae expressing PfHsp40, growth rescue, ATP luminescence | growth rescue, % at 12.5 µM; in the data active = growth rescue above about 28%, passing the limit was not always enough; inconclusive = no clear call, values can overlap the other calls;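 also: yeast W303a lacking pdr1 and pdr3 grown in galactose medium; growth measured after three days at 30 °C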
# Mtb UGM inh: blocks M. tuberculosis UGM enzyme | actives 0.06% (n = 320,000) | P9WIQ1 | inhibition, % at 10 µM | AID 504406 | purified UGM, fluorescence polarization probe displacement; in the data active = inhibition above about 10%, passing the limit was not always enough; inconclusive = no clear call, values can overlap the other calls
# BoNT-A LC inh2: blocks Botulinum neurotoxin A light chain protease; AID 588499; multiplex microsphere protease substrate cleavage, flow cytometry; actives 0.17% (n = 360,000); inhibition, % at 10 µM; also: plate controls were buffer without enzyme for full effect and enzyme alone for no effect
# BioA inh: BioA (M. tuberculosis) enzyme inhibition. AID 602481. actives 0.096% (n = 360,000). purified M. tuberculosis BioA enzyme, plate reader. inhibition, % at 9.99 µM; in the data active = inhibition above about 40%; inconclusive = no clear call, values can overlap the other calls
# BoNT-F LC inh: blocks Botulinum neurotoxin F light chain protease | actives 0.22% (n = 360,000) | Multiplex microsphere protease cleavage assay, flow cytometry | inhibition, % at 10 µM; in the data active = inhibition above about 35%, passing the limit was not always enough; inconclusive = no clear call, values can overlap the other calls; also: plate controls were buffer without enzyme for full effect and enzyme alone for no effect
# Anthrax LF inh2: anthrax lethal factor protease inhibition; P15917; multiplex microsphere protease cleavage assay, LF; inhibition, % at 10 µM; actives 0.12% (n = 360,000); also: plate controls were buffer without enzyme for full effect and enzyme alone for no effect
# Target sequence (P15917 whole entry, looked up): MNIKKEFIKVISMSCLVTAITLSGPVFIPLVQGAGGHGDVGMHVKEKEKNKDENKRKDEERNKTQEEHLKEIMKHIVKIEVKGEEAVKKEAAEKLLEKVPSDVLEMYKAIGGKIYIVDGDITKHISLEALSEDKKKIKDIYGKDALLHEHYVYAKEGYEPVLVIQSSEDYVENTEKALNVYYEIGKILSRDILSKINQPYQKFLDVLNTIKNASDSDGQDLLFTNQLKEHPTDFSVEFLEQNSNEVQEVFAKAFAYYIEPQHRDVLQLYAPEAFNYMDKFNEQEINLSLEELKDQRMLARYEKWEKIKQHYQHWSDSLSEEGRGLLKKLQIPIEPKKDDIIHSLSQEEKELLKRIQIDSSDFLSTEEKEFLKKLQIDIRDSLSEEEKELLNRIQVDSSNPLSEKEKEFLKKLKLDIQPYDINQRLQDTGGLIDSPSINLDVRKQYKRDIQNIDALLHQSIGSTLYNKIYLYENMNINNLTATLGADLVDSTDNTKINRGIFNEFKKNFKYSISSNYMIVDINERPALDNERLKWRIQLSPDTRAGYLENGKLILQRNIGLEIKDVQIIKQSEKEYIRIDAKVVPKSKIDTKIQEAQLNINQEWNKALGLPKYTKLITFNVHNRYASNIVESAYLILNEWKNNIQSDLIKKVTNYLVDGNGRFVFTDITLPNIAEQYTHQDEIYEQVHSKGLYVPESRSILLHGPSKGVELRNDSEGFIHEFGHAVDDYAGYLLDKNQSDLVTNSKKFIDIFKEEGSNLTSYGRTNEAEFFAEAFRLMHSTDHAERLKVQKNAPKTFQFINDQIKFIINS
# FBA Mtb inh: Mtb fructose-bisphosphate aldolase inhibition; purified M. tuberculosis FBA, fluorescence read-out; inhibition, % at 1 µM; P9WQA3; actives 2.3% (n = 360,000); in the data active = inhibition above about 27%;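 also: 0% = vehicle and 100% = reference inhibitor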
# Numbers without * were called inactive; u = inconclusive; x = no result given. Rule as the data show it, unless noted: active = inhibition above about 30%; inconclusive = no clear call, values can overlap the other calls; inactive = below that.
SMILES,FadD28 binding,GDH-TPI inh,PfHsp40 rescue,Mtb UGM inh,BoNT-A LC inh2,BioA inh,BoNT-F LC inh,Anthrax LF inh2,FBA Mtb inh
Cc1nnc(SCC(=O)N2CC(=O)Nc3ccccc32)n1C,0.3,5,-0.6,2.4,x,x,x,x,1
CCCCN1C(=O)C2Cc3c([nH]c4ccccc34)CN2C1=S (stereo unspecified),0.9,20,1.3,1.2,1.4,x,6,11,6
CCc1ccc(NC(=O)[C@@H](NC(=O)[C@@H]2Cc3ccccc3CN2)C(C)CC)cc1 (stereo partly specified),-0.3,9,0.0,1.3,-1.5,-0.8,-5,0,-1
CCn1c(SCC(=O)N2CCCc3ccccc32)nnc1-c1cccs1,0.3,3,0.0,-3.2,-2.3,-0.1,-5,-2,0
Cc1c(C(=O)NCCS(=O)(=O)N2CCN(c3ccccc3F)CC2)cccc1[N+](=O)[O-],-1.3,1,-0.7,-1.2,-0.3,-1.2,0,-1,2
CCOC(=O)[C@H]1[C@H]2COc3cc(OC)ccc3[C@@H]2N2C(=O)CN(Cc3ccc(OC)cc3)C(=O)[C@@]12C,-2.5,10,-1.6,0.3,0.4,-1.9,-15,-2,4
CCOCCCNCc1ccc(OCCC(C)C)c(OC)c1,-3.2,1,-0.5,-4.1,-0.2,0.2,-6,-6,-3
Cc1noc(C)c1CSCC(=O)N(C)CC(=O)Nc1ccc(Cl)c(C(F)(F)F)c1,-3.4,0,1.1,2.2,2.4,0.4,-3,2,-4
CCC1N=C(SC)NC(C)=C1C(=O)c1ccccc1 (stereo unspecified),-0.1,9,-0.6,-1.8,0.1,x,-2,-4,3
CCCC(=O)N(Cc1cc(=O)[nH]c2ccccc12)c1ccccc1,-1.2,2,1.4,0.4,-0.2,x,-5,-2,0
Cc1cccc(NC(=O)c2ccc3c(c2)C(=O)N(c2ccccn2)C3=O)c1C,-2.9,-3,0.3,1.3,-3.2,0.2,-12,-3,7
CCOC(=O)c1c(NC(=O)CSc2ncccn2)sc2c1CC(C)(C)NC2(C)C,-4.3,0,-0.7,-2.1,0.6,6.9,-5,-2,2

# Among those listed so far, these contain two or more sulfur atoms.
SMILES,FadD28 binding,GDH-TPI inh,PfHsp40 rescue,Mtb UGM inh,BoNT-A LC inh2,BioA inh,BoNT-F LC inh,Anthrax LF inh2,FBA Mtb inh
CCn1c(SCC(=O)N2CCCc3ccccc32)nnc1-c1cccs1,0.3,3,0.0,-3.2,-2.3,-0.1,-5,-2,0
CCOC(=O)c1c(NC(=O)CSc2ncccn2)sc2c1CC(C)(C)NC2(C)C,-4.3,0,-0.7,-2.1,0.6,6.9,-5,-2,2

# Continuation.
SMILES,FadD28 binding,GDH-TPI inh,PfHsp40 rescue,Mtb UGM inh,BoNT-A LC inh2,BioA inh,BoNT-F LC inh,Anthrax LF inh2,FBA Mtb inh
Cc1ccc(Cl)cc1NC(=O)CCC(=O)O,-2.1,3,-0.4,-2.2,u,x,u,7,3
COc1ccc(NC(=O)C(=O)c2cn(CC(=O)N3CCCC3)c3ccccc23)cc1OC,-2.9,14,2.3,-0.2,-1.9,3.7,-12,-3,6
CCN(CC)CCNC(=O)COc1ccc(Cl)cc1Cl,0.6,2,-1.0,-1.6,1.1,-0.6,-8,-4,0
CCc1cccc2c1Sc1ccccc1CC2N1CCNCC1 (stereo unspecified),-8.8,0,-2.2,2.5,-1.1,x,-24,-2,-1
CC(=O)Nc1ccc(-c2ccnc3c2CC(C)(C(=O)NCc2ccc(N(C)C)cc2)O3)cc1 (stereo unspecified),-0.7,4,x,x,0.0,-0.7,-12,-6,3
CN(C)CCCN1C(=O)c2cccc3c([N+](=O)[O-])ccc(c23)C1=O,-2.8,12,0.0,1.5,1.2,x,-6,0,2
CCOC(=O)C1Nc2c(cc(C(F)(F)F)cc2[N+](=O)[O-])C2c3ccccc3CC12 (stereo unspecified),-2.7,5,-0.8,-0.8,-0.7,-2.0,-11,-11,-2
CN1C(=S)SC(C)(C)C1/[N+]([O-])=C/c1cccnc1 (stereo unspecified),-5.1,-10,-1.5,-0.4,-0.1,-0.6,-2,-1,-2
COC(=O)C(C(=O)Nc1nc2ccccc2s1)C1CCCC1 (stereo unspecified),-2.3,4,0.9,0.8,-1.8,-0.3,-6,-2,0
Cc1nnc(SCC(=O)NC(=O)NCCC(C)C)s1,-1.5,6,-1.2,-1.7,-2.5,x,-10,-13,1
CN1CCCCCC1C(=O)N1CCC(N2CCC(C(=O)N3CCOCC3)CC2)CC1 (stereo unspecified),-3.4,2,-0.5,4.5,-0.3,-1.2,1,-8,0
CC(C)c1ccc(C2C(C(=O)c3ccco3)=C(O)C(=O)N2CC2CCCO2)cc1 (stereo unspecified),-2.4,0,2.1,1.1,-2.3,-0.8,2,15,-1
CCCCn1c(N)c(N(CC(C)C)C(=O)c2ccc(Br)o2)c(=O)[nH]c1=O,-0.3,2,2.7,x,-0.2,-0.5,-4,-1,1
Cc1c(C(=O)O)cccc1-n1c(C)cc(/C=C2\C(=O)NC(=O)N(c3ccc4c(c3)OCO4)C2=O)c1C,1.0,7,0.3,-0.3,-1.8,x,-3,0,-3
Cc1cccc(N2N=C(C(=O)O)CCC2=O)c1,-0.7,9,1.1,-0.8,-2.4,-1.7,-9,4,1
O=C(NC(=S)NC1CCSC1=O)c1ccccc1Cl (stereo unspecified),-4.3,7,-0.7,-2.0,1.0,0.3,5,3,-9
CN1CCn2cnc(C(=O)Nc3ccc(CNC(=O)OC(C)(C)C)cc3)c2C1=O,-2.8,12,x,x,0.0,-0.6,2,-4,1
CCC[C@H]1CC(=O)C=C(c2ccc(OC)cc2)ON1C(=O)OC(C)(C)C,1.3,3,18,x,0.5,-0.1,-6,-4,3
CCOc1ccc(/C(CCC(=O)O)=N/NC(=O)c2cccc(S(=O)(=O)Nc3ccccc3OC)c2)cc1,-0.4,0,-0.2,11*,0.7,-2.3,6,-9,4
O=C(Nc1ccc(NC(=O)c2ccco2)cc1)c1ccco1,-0.6,2,-1.2,0.7,-2.5,0.4,-1,-3,-2
Cc1ccc(OC(=O)c2ccc(Br)o2)cc1,-0.2,-2,-0.9,-2.6,-0.4,-1.6,-6,-1,3
Cc1nn(CC(=O)N(C)C)c(C)c1S(=O)(=O)N1CCOCC1,-2.8,-3,-1.1,0.7,1.5,-1.0,-6,1,0
O=C(N/N=C/C=C/c1ccccc1[N+](=O)[O-])c1cc(-c2ccccc2)n[nH]1,-7.4,12,-1.0,0.7,-0.4,x,-6,-2,1
CC(=O)N1c2ccc(S(=O)(=O)NCCc3ccc(S(N)(=O)=O)cc3)cc2CC1C (stereo unspecified),-1.3,-8,0.0,-0.4,0.7,2.3,3,0,-1
CC1CC(C)CN(S(=O)(=O)N2CCCC(C(=O)NC(C)c3ccccc3)C2)C1 (stereo unspecified),0.5,-7,-0.3,1.1,-3.4,-1.1,4,-2,1
CCOc1ccccc1N(CC(=O)NC1CCCC1)C(=O)CCCC(=O)Nc1ccccn1,0.7,11,1.4,-0.2,-0.5,x,-5,3,2
Cc1nc2c(ncn2-c2ccccc2)c(=O)n1NC(=O)CN1CCN(C)CC1,0.0,7,-1.6,0.3,-0.9,x,-5,8,-1
CC(=O)Nc1ccc(NC(=O)COC(=O)c2ccc(S(=O)(=O)N(C)c3ccccc3)cc2)cc1,-0.8,4,0.8,x,0.2,-2.5,-5,2,2
COC(=O)c1cnc(Nc2nc(C(N)Cc3ccc(OC)cc3)cs2)nc1C(F)(F)F (stereo unspecified),-13,4,x,x,-0.2,-1.4,-15,-6,-5
COc1ccc(N(S(=O)(=O)c2ccccc2)S(=O)(=O)c2ccccc2)c(N)c1,-3.6,7,1.4,-2.0,0.6,2.0,0,-1,4
O=S(=O)(CC(CN1CCCCC1)N1CCCCC1)c1ccc2ccccc2c1 (stereo unspecified),-0.6,4,1.4,x,0.0,x,-3,1,4
N#CC1=C(N)Oc2cc(O)ccc2C1c1ccccc1 (stereo unspecified),-0.8,23,0.4,-0.6,1.4,0.7,0,0,-6
Cc1cc(Nc2cccc(Br)c2)c2ccccc2n1,-1.2,21,-1.6,1.3,0.2,x,u,-9,1
O=C1NCCCc2nc(Oc3ccccc3)sc21,-0.3,6,0.7,-1.4,0.0,-0.4,6,-4,1
O=C(NC1CCN(S(=O)(=O)c2cccc(F)c2)CC1)c1cccc(F)c1,0.7,9,-0.9,0.6,0.6,-0.8,-15,-1,0
Cc1ccc(-n2c(N)cc(=O)nc2SCC(=O)N2CCN(c3ccccc3)CC2)cc1C,-2.0,-4,-1.3,-0.1,-0.5,1.3,3,4,1
Cc1cc([N+](=O)[O-])nn1CC(=O)Nc1ccc(Cl)cn1,-2.9,-3,-0.6,-0.7,0.1,x,-14,7,-1
COc1ccc(Oc2ncccc2NC(=O)c2cccc(C)c2C)cc1,-3.6,0,2.3,1.0,-6.5,-0.2,u,1,4

# Some of these compounds in order of SMILES length, falling.
SMILES,FadD28 binding,GDH-TPI inh,PfHsp40 rescue,Mtb UGM inh,BoNT-A LC inh2,BioA inh,BoNT-F LC inh,Anthrax LF inh2,FBA Mtb inh
Cc1c(C(=O)NCCS(=O)(=O)N2CCN(c3ccccc3F)CC2)cccc1[N+](=O)[O-],-1.3,1,-0.7,-1.2,-0.3,-1.2,0,-1,2
CC(=O)Nc1ccc(-c2ccnc3c2CC(C)(C(=O)NCc2ccc(N(C)C)cc2)O3)cc1 (stereo unspecified),-0.7,4,x,x,0.0,-0.7,-12,-6,3
CCOC(=O)C1Nc2c(cc(C(F)(F)F)cc2[N+](=O)[O-])C2c3ccccc3CC12 (stereo unspecified),-2.7,5,-0.8,-0.8,-0.7,-2.0,-11,-11,-2
COc1ccc(NC(=O)C(=O)c2cn(CC(=O)N3CCCC3)c3ccccc23)cc1OC,-2.9,14,2.3,-0.2,-1.9,3.7,-12,-3,6
CC(C)c1ccc(C2C(C(=O)c3ccco3)=C(O)C(=O)N2CC2CCCO2)cc1 (stereo unspecified),-2.4,0,2.1,1.1,-2.3,-0.8,2,15,-1
CN(C)CCCN1C(=O)c2cccc3c([N+](=O)[O-])ccc(c23)C1=O,-2.8,12,0.0,1.5,1.2,x,-6,0,2
O=S(=O)(CC(CN1CCCCC1)N1CCCCC1)c1ccc2ccccc2c1 (stereo unspecified),-0.6,4,1.4,x,0.0,x,-3,1,4
Cc1cc([N+](=O)[O-])nn1CC(=O)Nc1ccc(Cl)cn1,-2.9,-3,-0.6,-0.7,0.1,x,-14,7,-1
CN1C(=S)SC(C)(C)C1/[N+]([O-])=C/c1cccnc1 (stereo unspecified),-5.1,-10,-1.5,-0.4,-0.1,-0.6,-2,-1,-2
O=C(Nc1ccc(NC(=O)c2ccco2)cc1)c1ccco1,-0.6,2,-1.2,0.7,-2.5,0.4,-1,-3,-2
N#CC1=C(N)Oc2cc(O)ccc2C1c1ccccc1 (stereo unspecified),-0.8,23,0.4,-0.6,1.4,0.7,0,0,-6
CCc1cccc2c1Sc1ccccc1CC2N1CCNCC1 (stereo unspecified),-8.8,0,-2.2,2.5,-1.1,x,-24,-2,-1
Cc1cc(Nc2cccc(Br)c2)c2ccccc2n1,-1.2,21,-1.6,1.3,0.2,x,u,-9,1
O=C1NCCCc2nc(Oc3ccccc3)sc21,-0.3,6,0.7,-1.4,0.0,-0.4,6,-4,1
